TLR9-MyD88 block: inhibitors of TLR9-MyD88 association in cells, primary screen, cell-based, CHO, BLA complementation, fluorescence; 340,000 tested, 0.21% active; Toll-like receptor 9 (Homo sapiens) + Myeloid differentiation primary response protein …; AID 504734, 2011; inhibition, % at 4.98 µM; CCF4 FRET ratio;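 active = inhibition above the mean over all tested compounds plus 3 SD, cut at about 21% in these data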;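 also: 0% = DMSO only wells and 100% = clavulanate BLA inhibitor control wells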
TRAIL sens C8: viability loss with TRAIL in NB7+C8 cells, primary screen, TRAIL sensitizer project, cell-based, ATPlite luminescence | inhibition (viability loss, TRAIL sensitization), % at 10 µM | 360,000 tested, 1% active;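 active = compounds causing at least 50% loss of cell viability in the single-dose screen, relative to plate controls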
NR5A2 inv ag: LRH-1 (NR5A2) inverse agonists, primary screen, cell-based, luminescence, HEK293T, StAR-luciferase reporter | Nuclear receptor subfamily 5 group A member 2 (Homo sapiens), O00482 | LRH-1 transfected, 24 h | 360,000 tested, 0.13% active | inhibition, % at 3.6 µM;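 active = inhibition above the mean inhibition of all tested compounds plus 3 SD, cut at about 73% in these data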;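 also: 0% = DMSO wells and 100% = reporter-only cells lacking LRH-1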
COUP-TFII inh: NR2F2 transcriptional activity inhibitors, primary screen, cell-based, luciferase reporter, HEK293T, luminescence. COUP transcription factor 2 (Homo sapiens), P24468. AID 686940, 2013. inhibition, % at 8.6 µM. 370,000 tested, 0.7% active. HEK293T NGFI-A luciferase reporter;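 active = inhibition above a per-plate cutoff, mean inhibition of test wells between control levels plus 3 SD, cut at about 38% in these data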;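 also: cells cotransfected with COUP-TFII expression vector driving the NGFI-A reporter; 0% = median of COUP-TF2 test wells and 100% = reporter-only cells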
NCOA2 inhibitor: inhibition of GAL4-SRC2 driven luciferase reporter, primary screen, SRC2 inhibitor project, cell-based, luminescence. Nuclear receptor coactivator 2 (Homo sapiens), Q15596. HEK293 GAL4-SRC2 luciferase reporter. inhibition, % at 9 µM. 370,000 tested, 0.17% active;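 active = inhibition above the mean inhibition of all tested compounds plus 3 SD, set per campaign, cut at about 52% in these data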;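 also: 0% = DMSO treated cells and 100% = cells given Gossypol at 36 µM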
Target sequence (Q15596 whole entry, looked up, the tested form may be a part): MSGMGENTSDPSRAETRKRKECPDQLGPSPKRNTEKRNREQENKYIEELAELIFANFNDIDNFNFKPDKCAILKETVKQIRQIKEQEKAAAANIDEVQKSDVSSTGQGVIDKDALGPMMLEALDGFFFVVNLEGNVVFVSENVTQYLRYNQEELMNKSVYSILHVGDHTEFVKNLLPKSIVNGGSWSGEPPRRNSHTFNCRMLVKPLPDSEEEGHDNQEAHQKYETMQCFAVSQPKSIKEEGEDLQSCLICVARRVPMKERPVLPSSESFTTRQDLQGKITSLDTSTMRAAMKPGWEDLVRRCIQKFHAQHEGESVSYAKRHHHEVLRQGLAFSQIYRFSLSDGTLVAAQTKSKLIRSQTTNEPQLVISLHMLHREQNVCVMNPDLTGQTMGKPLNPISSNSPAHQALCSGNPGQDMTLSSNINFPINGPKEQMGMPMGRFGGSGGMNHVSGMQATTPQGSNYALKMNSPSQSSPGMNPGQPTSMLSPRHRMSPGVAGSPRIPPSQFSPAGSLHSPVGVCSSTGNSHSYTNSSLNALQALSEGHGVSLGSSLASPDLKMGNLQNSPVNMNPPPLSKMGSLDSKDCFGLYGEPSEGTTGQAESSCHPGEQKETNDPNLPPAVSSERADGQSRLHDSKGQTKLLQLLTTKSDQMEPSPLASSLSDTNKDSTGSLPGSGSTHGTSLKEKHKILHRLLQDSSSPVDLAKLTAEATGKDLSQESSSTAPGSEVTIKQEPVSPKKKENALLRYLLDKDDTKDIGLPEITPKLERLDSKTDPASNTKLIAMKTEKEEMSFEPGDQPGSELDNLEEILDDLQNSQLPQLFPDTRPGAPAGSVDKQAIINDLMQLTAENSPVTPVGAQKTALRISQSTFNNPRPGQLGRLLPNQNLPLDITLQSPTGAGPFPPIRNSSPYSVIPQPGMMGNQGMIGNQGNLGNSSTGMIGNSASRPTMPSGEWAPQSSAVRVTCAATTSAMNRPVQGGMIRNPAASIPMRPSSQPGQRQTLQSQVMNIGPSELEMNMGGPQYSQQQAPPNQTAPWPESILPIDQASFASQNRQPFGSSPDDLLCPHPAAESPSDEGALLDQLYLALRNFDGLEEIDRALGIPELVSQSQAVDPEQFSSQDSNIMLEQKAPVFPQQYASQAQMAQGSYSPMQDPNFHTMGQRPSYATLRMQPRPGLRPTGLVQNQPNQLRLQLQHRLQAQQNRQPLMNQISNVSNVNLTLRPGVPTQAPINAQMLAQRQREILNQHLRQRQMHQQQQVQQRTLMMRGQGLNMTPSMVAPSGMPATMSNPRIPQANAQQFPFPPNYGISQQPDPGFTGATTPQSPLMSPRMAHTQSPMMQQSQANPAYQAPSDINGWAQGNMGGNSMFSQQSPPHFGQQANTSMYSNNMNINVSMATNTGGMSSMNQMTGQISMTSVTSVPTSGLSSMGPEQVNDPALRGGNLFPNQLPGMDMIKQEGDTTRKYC
LMP1 NFkB inh: EBV LMP1-driven NF-kappaB luciferase reporter inhibitors, primary screen, cell-based, luminescence, single point | LMP1-induced NF-kappaB luciferase reporter cells | inhibition, % at 12.5 µM | 350,000 tested, 0.69% active | AID 504558, 2011; in the data active = inhibition above about 41%;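 also: 0% = neutral control wells and 100% = reference inhibitor control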
NCOA1 inh: SRC1 coactivator transcriptional activity inhibitors, primary screen, cell-based, luminescence | inhibition, % at 3.6 µM | 360,000 tested, 0.12% active | HEK293 GAL4-SRC1 luciferase reporter;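 active = inhibition above the campaign mean plus 3 SD, with each screening campaign given its own cutoff, cut at about 60% in these data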;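 also: 0% = DMSO treated cells and 100% = gossypol at 36 µM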
TROY signal inh: inhibitors of TROY-driven NF-kB signaling, primary screen, Q293 LMP1-TROYcd cells, NF-kB luciferase, uHTS; Q293 LMP1-TROYcd NF-kB luciferase reporter, 4 h; inhibition, % at 10 µM; 360,000 tested, 0.98% active;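 active = compounds whose plate-normalised and pattern-corrected inhibition of the luciferase reporter signal at the single screening dose is 50% or more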
SRC3 inh: SRC3 coactivator transcriptional activity inhibitors, primary screen, cell-based, luminescence; HEK293 GAL4-SRC3 luciferase reporter; inhibition, % at 3.6 µM; 360,000 tested, 0.17% active;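 active = inhibition above a per-campaign cutoff, the mean of all compounds plus 3 SD, cut at about 60% in these data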;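 also: 0% = DMSO-treated cells and 100% = gossypol-treated cells at 36 µM; higher means less SRC3-driven luciferase light from the GAL4 reporter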
Vif inh: HIV Vif self-association inhibitors, primary screen, imaging, HEK293T, single point | HEK293T cells, Vif self-association by quenched fluorescence, 24 h | inhibition, % at 7.49 µM | 340,000 tested, 0.35% active | AID 602346, 2012; in the data active = inhibition above about 50%, passing the limit was not always enough; also: some results filed as inactive read as strong as hits
NOD2 RIPK2 PPI: NOD2-RIPK2 binding disruptors in cells, primary screen, fluorescence, CHO cells, BLA complementation. Receptor-interacting serine/threonine-protein kinase 2 (Homo sapiens), O43353. CCF4 ratio. inhibition, % at 4.98 µM. 360,000 tested, 0.38% active. AID 624267, 2012; in the data active = inhibition above about 21%;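 also: 0% = vehicle only and 100% = reference blocker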
* marks the source's active call; other numbers are inactive results; . = not tested or not shown. This is a subset; rates above refer to the full screens.

SMILES	TLR9-MyD88 block	TRAIL sens C8	NR5A2 inv ag	COUP-TFII inh	NCOA2 inhibitor	LMP1 NFkB inh	NCOA1 inh	TROY signal inh	SRC3 inh	Vif inh	NOD2 RIPK2 PPI
Cc1ccc2cc(CN(C)S(C)(=O)=O)c(=O)[nH]c2c1	.	1	7	-12	6	-5	-36	-13	7	5	-10
CN(C)c1ccc(C(C(=O)NCC2CCCO2)N(Cc2ccccc2)C(=O)c2snc(C(N)=O)c2N)cc1 (centres undefined)	-8	-6	11	1	-11	10	-1	17	13	-7	-19
COc1cccc(-n2c(C)nc3c(cnn3-c3ccc(Cl)cc3)c2=O)c1	2	20	-3	1	-4	-6	-7	-3	17	-7	-2
COc1ccc(CC(=O)N2CCCC2)c(OC)c1	-5	-6	-21	-10	5	-3	-11	11	4	-1	-7
Cc1cccc(C)c1NC(=S)N/N=C1\CC2CC=CC12 (centres undefined)	5	-3	-8	-2	-5	1	-5	7	2	7	-9
CC(=O)Nc1cccc(NC(=O)CSc2nnnn2C(C)C)c1	-2	2	2	2	12	-1	-6	-10	-4	8	-8
CCOc1cccc(Nc2ccc([N+](=O)[O-])cn2)c1	-5	-1	21	-19	-33	-16	-12	-26	-46	-7	11
Cc1cc(=O)n2c3ccccc3n(CC(O)CN3CCN(Cc4ccccc4)CC3)c2c1C#N (centres undefined)	-5	3	9	17	1	5	-2	-1	-2	-1	3
Cc1ccc(CNC(=O)C2CCN(S(=O)(=O)c3cnc[nH]3)CC2)cc1	-3	-4	-11	-4	-26	-10	-2	-2	-12	-2	-5
CC(=O)N1CCN(Cc2nc3cc(NC(=O)c4ccc(F)cc4)ccc3n2C)CC1	2	2	-20	-11	-10	0	3	-3	-3	-4	-7
O=C(Nc1ccccc1)c1cc(C2CCCN(C(=O)CCc3ccccc3)C2)on1 (centres undefined)	.	14	-51	-56	-42	.	-67	12	-67	-5	-12
c1ccc(-c2nc(C3CCCCC3)c3ccccc3n2)cc1	-2	-1	-20	-31	-10	-14	1	-11	9	.	0
O=C(O)C1CCCCC1C(=O)NCCc1ccccc1 (centres undefined)	-2	-5	8	-12	-11	2	-3	5	0	0	6
CCc1nc2ccc(C(=O)N3CCN(c4ccccc4F)CC3)cc2nc1CC	3	2	-6	1	-13	1	13	4	1	1	-2
COC(=O)c1c(NC(=O)CC2Sc3ccc(C(F)(F)F)cc3NC2=O)sc(C)c1C (centres undefined)	-3	7	-3	14	13	3	-11	10	15	4	11
COc1ccccc1-n1c(-c2cc(-c3ccco3)[nH]n2)n[nH]c1=S	0	10	-6	16	-8	-6	-1	-11	20	-25	-16
OCc1cccc(-c2csc(C(O)c3ccccc3)n2)c1 (centres undefined)	.	-13	-20	-25	-25	.	-28	-44	-35	-1	3
CC1(C)C2CC=C(/C=N/NC(=O)c3ccc(O)cc3)C1C2 (centres undefined)	-3	3	-64	-33	-4	0	-13	-10	7	4	-1
CC(=O)Nc1ccc(/C(C)=N/NS(=O)(=O)c2ccc(C)cc2)cc1	-6	-6	-41	-10	-39	4	-18	-33	-5	4	-5
CCCCCCCn1c(=N)n(CC(O)c2ccco2)c2ccccc21 (centres undefined)	-9	14	0	4	18	-5	-1	17	2	-22	-4

Two compounds from above, reduced to NOD2 RIPK2 PPI and TROY signal inh:
Compound	NOD2 RIPK2 PPI	TROY signal inh
CCOc1cccc(Nc2ccc([N+](=O)[O-])cn2)c1	11	-26
Cc1cc(=O)n2c3ccccc3n(CC(O)CN3CCN(Cc4ccccc4)CC3)c2c1C#N (centres undefined)	3	-1

Continuation:
SMILES	TLR9-MyD88 block	TRAIL sens C8	NR5A2 inv ag	COUP-TFII inh	NCOA2 inhibitor	LMP1 NFkB inh	NCOA1 inh	TROY signal inh	SRC3 inh	Vif inh	NOD2 RIPK2 PPI
CCOC(=O)CCCCC(=O)c1[nH]c(=O)[nH]c1CSc1nc(C)cc(C)n1	-4	4	0	-20	-4	5	-6	1	12	8	-3
C=CCN1C(=O)[C@H]2CCC=C[C@H]2[C@@H]1c1cccc(C)c1	-8	1	-18	12	7	-1	2	-8	4	0	-3
CCCc1ccc(OCC(=O)NNC(=S)NC(=O)c2ccco2)cc1	5	-1	-2	11	-28	0	13	7	-21	.	0
COCCn1c(=O)[nH]c2cc(C(=O)N3CCN(c4ccccc4)CC3)ccc2c1=O	-5	-4	9	.	.	-1	12	3	-8	10	-4
Cc1cc(=O)oc(C)c1C(=O)NCCCN1CCN(c2ccc(F)cc2)CC1	-4	0	-14	4	-7	12	-37	8	-17	19	-5
Cc1nn(-c2ccccc2)c2sc(C(=O)NCCN3CCOCC3)cc12	-12	20	-13	21	3	-7	9	-5	9	-3	2
COc1ccc(NC(=O)CN2CCN(S(=O)(=O)c3ccc(Cl)cc3)CC2)cc1	-10	-8	-16	-4	-10	-7	-2	-7	-22	0	-3
Cc1cc(C)n(CCN(C)c2nc3nonc3nc2NC2CC2)n1	8	-2	-1	11	-10	10	-14	13	-9	3	2
O=c1c2ccccc2nc(-c2ccccc2)n1Cc1ccccc1	-1	9	-32	-29	-7	-13	-27	-44	-16	-11	5
Cc1cc(/C=C(/C#N)c2cccc(Cl)c2)c(C)n1C	-1	-7	19	-1	-2	-2	-29	2	4	4	-5
CCCOc1cccc(-c2cc(C(=O)N/N=C/c3cccnc3)c3ccccc3n2)c1	12	39	22	-19	2	.	-20	21	-25	.	-1
O=c1[nH]c2ccc(S(=O)(=O)NCc3ccccn3)cc2s1	-12	-34	13	9	-19	16	-20	12	5	7	-5
CC(C)CCN(C(=O)Nc1ccccc1)C(C)c1cccs1 (centres undefined)	-11	-1	-1	-5	-1	-2	7	-6	16	3	6
CC1CCN(Cc2nnnn2CCCC(=O)NCCN2CCOCC2)CC1	1	-20	13	-7	-2	-2	-15	4	13	8	7
CCCOC(=O)CCCCCCCCC(O)CN1CCCCC1 (centres undefined)	5	11	11	-20	17	2	9	7	7	9	7
CN(c1nc(-c2ccc(Br)cc2)cs1)C1CCS(=O)(=O)C1 (centres undefined)	-2	-6	-24	-14	-36	-21	-64	-33	-44	-2	-5
COc1cc(OC)c(C(=O)CCC(=O)O)cc1OC	-3	-5	3	14	-2	-3	-13	-5	16	-8	6
Cc1cccc(S(=O)(=O)NC(=O)C2(C)CCN2C(=O)C2(c3ccc(Cl)cc3)CC2)c1 (centres undefined)	.	-8	1	-24	-79	.	-8	6	-17	3	3
O=C(CSc1nnc(NC(=O)c2c(F)cccc2F)s1)NCc1ccccc1	5	-14	-15	7	-42	-4	-9	-10	11	8	1
Cc1ccc(C)c(NC(=O)CSc2nccn2Cc2ccco2)c1	3	0	-24	-11	-67	-9	-22	8	-25	-8	-2

Fetched by compound from the list above (3):
SMILES	TLR9-MyD88 block	TRAIL sens C8	NR5A2 inv ag	COUP-TFII inh	NCOA2 inhibitor	LMP1 NFkB inh	NCOA1 inh	TROY signal inh	SRC3 inh	Vif inh	NOD2 RIPK2 PPI
Cc1ccc(C)c(NC(=O)CSc2nccn2Cc2ccco2)c1	3	0	-24	-11	-67	-9	-22	8	-25	-8	-2
CN(c1nc(-c2ccc(Br)cc2)cs1)C1CCS(=O)(=O)C1 (centres undefined)	-2	-6	-24	-14	-36	-21	-64	-33	-44	-2	-5
Cc1cc(=O)oc(C)c1C(=O)NCCCN1CCN(c2ccc(F)cc2)CC1	-4	0	-14	4	-7	12	-37	8	-17	19	-5

The list continues:
smiles,TLR9-MyD88 block,TRAIL sens C8,NR5A2 inv ag,COUP-TFII inh,NCOA2 inhibitor,LMP1 NFkB inh,NCOA1 inh,TROY signal inh,SRC3 inh,Vif inh,NOD2 RIPK2 PPI
COc1ccccc1NC(=O)CSc1nnc(C2CCCCC2)n1C,1,5,1,-10,5,3,-8,-17,-13,.,-10
O=C(NN=Cc1cccc2ccccc12)C1CC1,-7,-1,-13,-13,-12,3,-12,-38,-25,10,-8
O=C(CCNc1n[nH]c(=O)[nH]c1=O)N/N=C/c1ccc(Cl)cc1,-13,-1,-12,3,-13,-1,-28,5,-8,2,0
COc1ccccc1N(CC(=O)NC(C)(C)C)S(=O)(=O)c1cccs1,3,-4,-10,7,-11,4,-7,20,13,6,-3
Cc1ccc(N=C2NC(=O)/C(=C\c3ccco3)S2)cc1,-8,-7,-16,-12,-34,-31,-35,-3,-22,-1,0
CCc1nc2cc(Cl)c(Cl)cc2[nH]1,-5,14,-27,-8,0,-8,7,-6,8,-1,5
Cc1nn(-c2ccccc2)c2sc(-c3nnc(SCC(=O)O)o3)cc12,3,-8,5,2,14,-15,-6,-15,-9,11,2
CCC1(c2ccc(F)cc2)NC(=O)NC1=O (centres undefined),14,7,0,4,-14,2,6,4,-9,12,-2
CC1(C)Cc2c(sc3nc(C4CCCCC4)n(N)c(=O)c23)CO1,2,-7,10,0,-15,2,-4,-3,3,-1,1
O=C1C(SC(F)(F)C(F)F)=C(C(F)(F)F)OC2C3C=CC(C3)C12 (centres undefined),-4,17,5,3,8,4,-5,-25,-1,-4,-3
CCOC(=O)C1(Cc2cccc(OC)c2)CCN(CC=C(C)C)CC1,0,-1,3,6,7,1,4,21,3,1,-9
CCN=c1scc(-c2ccco2)n1/N=C/c1ccc(OC)c(O)c1,-3,15,-113,-58,-106,-24,-86,-17,-69,-1,11
Cc1c(Nc2nc3ccccc3nc2N2CCN(c3ccccc3)CC2)c(=O)n(-c2ccccc2)n1C,1,5,15,-9,1,0,-14,-19,2,-6,-1
CCCCn1c(N)c(N(CC(C)C)C(=O)c2cccc(S(=O)(=O)N(C)c3ccccc3)c2)c(=O)[nH]c1=O,-2,-4,-28,-14,21,2,-14,5,-10,-5,-4
